# PGC1a acetyl inh = PGC1a acetylation modulation, inhibitor mode | 350,000 tested, 0.17% active | U2OS PGC1a acetylation, AlphaScreen anti-acetyl-lysine; with virally co-expressed GCN5 acetyltransferase | inhibition, % at 15.6 µM;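 active = every replicate shows inhibition of at least 40%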;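 also: 0% = neutral control wells and 100% = positive control wells; some results beyond the cut were filed as inactive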
# Cneo AK release = causes C. neoformans cell lysis; adenylate kinase release luminescence, 4 h; normalised: neutral wells 0, clomiphene wells 100; lysis activity, % at 15 µM; 360,000 tested, 0.2% active; AID 651654;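 active = mean lysis activity across replicates of at least 80%, whatever share of replicates individually reach that level; inactive = mean lysis activity below 80%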
#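 Material: C. neoformans cells; Schedule: 4 h static compound exposure, 37 °C, read 1 h post-reagent; Measured by: adenylate kinase release luminescence; Read-out: signal increase indicating cell lysis; Controls: Clomiphene as positive lysis control.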
# PglD inh = blocks C. jejuni PglD acetyltransferase activity. purified PglD enzyme, DTNB colorimetric CoA detection. inhibition, % at 12.5 µM. 360,000 tested, 0.098% active; in the data active = inhibition above about 16%, passing the limit was not always enough; also: strong numbers were not always called active
# ERAP1 HTS inh = ERAP1 (human) enzyme inhibition | Q9NZ08 | 340,000 tested, 0.15% active | recombinant ERAP1, Leu-AMC fluorescence, 60 min | inhibition, % at 10.7 µM;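 active = mean replicate inhibition of at least 30%, or all replicates individually reaching that 30% level; inactive = mean below 30% and not every replicate reaching it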;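 also: 0% = neutral control wells and 100% = L-leucinethiol positive control wells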
# miR-122 sensor = blocks miR-122 activity in Huh7 sensor cells; Huh7 miR-122 Renilla luciferase sensor, 48 h; neutral wells = 0, positive control = 100; activation (reporter increase), % at 12.5 µM; 340,000 tested, 0.3% active;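 active = mean replicate activation score at least 90 and every replicate individually at or above 90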;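 also: higher luciferase means less miR-122 activity so hits act as miR-122 inhibitors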
# E-sel inducer = E-selectin induction on HUVECs. P16581. HUVEC E-selectin immunofluorescence imaging; normalized: neutral wells 0, TNF-alpha wells 100. activation, % at 7.58 µM. 260,000 tested, 0.37% active;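 active = mean E-selectin-positive cell signal at least 10% of the positive control, reached in at least 60% of replicates, without over 20% cell loss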;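 also: in these data hits start at about 27%; measured in HUVEC primary endothelial cells; signal is the percent of cells scored E-selectin positive by PE staining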
# Target sequence (P16581 whole entry, looked up): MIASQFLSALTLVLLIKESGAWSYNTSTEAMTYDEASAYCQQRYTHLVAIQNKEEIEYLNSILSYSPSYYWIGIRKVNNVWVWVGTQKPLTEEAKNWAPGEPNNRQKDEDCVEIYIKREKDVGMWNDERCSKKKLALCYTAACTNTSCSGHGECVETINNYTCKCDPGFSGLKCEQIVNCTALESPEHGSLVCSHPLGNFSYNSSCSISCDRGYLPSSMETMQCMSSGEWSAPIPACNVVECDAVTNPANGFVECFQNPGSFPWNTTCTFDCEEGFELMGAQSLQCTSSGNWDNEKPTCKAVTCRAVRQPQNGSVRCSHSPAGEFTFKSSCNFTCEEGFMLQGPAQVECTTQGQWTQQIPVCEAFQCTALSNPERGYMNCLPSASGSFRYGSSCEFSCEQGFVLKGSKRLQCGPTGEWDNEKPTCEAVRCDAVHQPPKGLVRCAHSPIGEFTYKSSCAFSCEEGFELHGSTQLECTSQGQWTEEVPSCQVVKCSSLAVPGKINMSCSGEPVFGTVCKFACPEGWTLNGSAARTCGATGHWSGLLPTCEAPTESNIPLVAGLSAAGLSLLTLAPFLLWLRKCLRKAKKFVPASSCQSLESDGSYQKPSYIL
#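 Assay system: HUVEC primary endothelial cells. Input: 3,000 HUVEC seeded per well. Doses: one compound dose added by pin transfer. Read-out basis: % PE-positive cells. Benchmarks: TNF-alpha high, DMSO low. Detection: immunofluorescence imaging. Buffer or medium: EGM-2, gelatin.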
# RAD54 inh = blocks human RAD54 Holliday junction branch migration; Q92698; 360,000 tested, 0.14% active; FAM/BHQ fluorescence; inhibition, % at 10.4 µM; AID 602329;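 active = mean normalized replicate activity at least 40 and at least half of replicates scoring 40 or more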;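 also: 0% = median of neutral control wells and 100% = median of positive control wells; inhibitors cause a drop in the FAM fluorescence signal; in these data hits start at about 50%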
# RAD52 anneal inh = blocks human RAD52 DNA annealing; recombinant RAD52 DNA annealing, FRET fluorescence; inhibition, % at 18.7 µM; 360,000 tested, 0.46% active;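 active = every replicate showing at least 50% inhibition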
# Target sequence (P43351 whole entry, looked up): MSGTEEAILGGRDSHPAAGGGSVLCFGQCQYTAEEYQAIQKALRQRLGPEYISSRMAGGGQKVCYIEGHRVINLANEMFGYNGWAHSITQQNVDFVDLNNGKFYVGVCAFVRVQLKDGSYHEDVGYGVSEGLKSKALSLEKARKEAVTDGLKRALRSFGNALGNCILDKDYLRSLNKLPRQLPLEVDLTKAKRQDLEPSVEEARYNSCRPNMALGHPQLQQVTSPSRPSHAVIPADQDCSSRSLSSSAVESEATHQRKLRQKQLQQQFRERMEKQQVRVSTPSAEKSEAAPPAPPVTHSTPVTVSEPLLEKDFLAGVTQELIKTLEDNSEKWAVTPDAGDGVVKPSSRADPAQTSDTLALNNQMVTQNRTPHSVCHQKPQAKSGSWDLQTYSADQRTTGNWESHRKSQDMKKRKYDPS
# The depositor's hits bear a star; . = no result given; [ ] = remark or other dose.
# Values in the order – PGC1a acetyl inh	Cneo AK release	PglD inh	ERAP1 HTS inh	miR-122 sensor	E-sel inducer	RAD54 inh	RAD52 anneal inh
1. COc1ccc(CN2CCN(C(=O)c3ccccc3C(=O)c3ccccc3)CC2)cc1F
→ 6.3	-3.1	3.6	-3.5	-6.2	0.0	-4.6	-9.5
2. COc1ccc(C(CCN2CCOCC2)c2c(O)cc(OC)cc2OC)cc1 (configuration not stated)
→ 1.7	-3.5	2.3	-0.8	-6.6	0.1	-0.3	-9.1
3. C[C@H](NC(=O)c1ncn2c1c(=O)[nH]c1ccccc12)c1ccccc1
→ .	-0.2	-5.9	5.1	1.8	-0.3	0.5	-6.4
4. COc1ccc2[nH]c3nc(SCC(=O)NNC(=O)c4ccc(OC)c(OC)c4)nnc3c2c1
→ 0.8	-2.3	5.0	.	-2.5	.	-11.9	.
5. O=C(C[C@@H]1C=C[C@@H](NC(=O)CCN2CCCCC2)[C@@H](CO)O1)Nc1nccs1
→ 22.8	50.8	0.6	-2.2	3.9[16.7 µM]	-0.2	4.6	9.4
6. Cc1ccc2c(C)c(C(=O)N(C)Cc3nccn3C)oc2c1C
→ .	0.5	7.8	2.4	.	-0.2	2.0	-10.1
7. COC(=O)C1=C2CC[C@H](CO)NC(=O)N[C@H](Cc3ccccc3)C(=O)NCc3cn(nn3)C[C@@H](Cc3ccccc3)NC(=O)c3oc(c(C(=O)OC)c3C(=O)OC)CC[C@H](CO)NC(=O)N[C@H](Cc3ccccc3)C(=O)NCc3cn(nn3)C[C@@H](Cc3ccccc3)NC(=O)C(=C1C(=O)OC)O2
→ .	51.1	8.0	-2.5	.	.	2.7	14.8
8. O=C(NCSc1ccccc1)c1ccccc1
→ 0.5	0.4	-0.4	-0.3	2.0	-0.1	-1.3	-14.4
9. CCc1ccc(-c2nc(CS(=O)CC(=O)NCCc3ccccc3)c(C)o2)cc1 (configuration not stated)
→ 0.5	3.6	-4.6	-2.1	-1.7	.	-6.1	-18.8
10. CN1CCN(C(=O)Nc2ccc3c(c2)N(C)C(=O)c2ccccc2S3)CC1
→ 11.4	.	.	18.3	1.9	-1.3	.	-1.1
11. COc1ccc(-n2nc(C(=O)NCC(=O)NCCN(C)C)c3ccccc3c2=O)c(OC)c1
→ -2.8	-1.3	-1.5	1.5	-0.6	.	-10.0	-18.3
12. CCOc1ccc(NS(=O)(=O)c2ccc(C(=O)N(C)CC(=O)Nc3cccc(OC)c3)cc2)cc1
→ 4.5	-1.6	-1.5	-1.7	0.5	0.4	0.1	-12.4
13. CCC(C)NCCOCCOc1ccc(F)cc1 (configuration not stated)
→ 1.7	1.1	-22.4	.	-0.4	.	3.3	.
14. C[C@@H]1CCCCO[C@@H](CN(C)CC2CCCCC2)[C@H](C)CN([C@@H](C)CO)C(=O)c2cc(NC(=O)CCCN(C)C)ccc2O1
→ 9.0	0.9	2.1	-1.7	-2.6[16.7 µM]	-0.1	-6.0	-3.5
15. CC1CCCC(C)N1/N=C/c1ccc(O)cc1 (configuration not stated)
→ .	-10.0	-1.7	0.4	-0.9	.	5.2	-5.1
16. O=C(CN1CCOCC1)N1CC[C@@H]2[C@H]1c1cc(Br)ccc1N[C@@H]2CO
→ 5.2	-3.9	-1.9	.	-0.4[16.7 µM]	0.1	5.5	.
17. Cc1noc(C)c1S(=O)(=O)N(C)C[C@H]1OCCCC[C@@H](C)Oc2ccc(NS(=O)(=O)c3cn(C)cn3)cc2C(=O)N([C@@H](C)CO)C[C@H]1C
→ -18.1	0.6	-3.5	-0.6	7.9[16.7 µM]	-0.2	0.2	-5.1
18. O=c1c2c(-c3ccco3)csc2nc(SCc2cn3cccnc3n2)n1-c1ccccc1
→ 13.1	-1.7	-2.1	.	-5.9	.	-15.6	.
19. NCCSC1CC(=O)N(Cc2ccc(F)cc2)C1=O (configuration not stated)
→ -4.9	2.6	8.1	.	-0.9	-0.5	-4.8	-2.6
20. CCCNC(=O)[C@@H]1CCCN1C(=O)C1CCN(S(=O)(=O)c2ccc(C)cc2)CC1
→ .	8.2	-0.8	-2.8	.	.	11.9	-16.5
21. C[C@@H]1CCCCO[C@@H](CN(C)S(=O)(=O)c2ccccc2)[C@@H](C)CN([C@@H](C)CO)C(=O)c2cc(NC(=O)Nc3ccccc3)ccc2O1
→ 6.9	-6.1	1.3	3.0	-4.0[16.7 µM]	.	2.6	-20.0
22. O=C(CSc1nc2ccccc2c(=O)n1Cc1ccc(Cl)cc1)NCc1cccs1
→ 6.0	-0.2	6.1	2.2	7.1	.	10.0	-12.2
23. O=C(c1noc2c1CCCCC2)N1CCOCC1
→ 5.9	.	.	-1.0	1.8	.	.	-1.5
24. CNC(=S)Nc1cc2oc3ccccc3c2cc1OC
→ .	9.0	-0.1	-5.3	13.3	0.8	-11.4	1.3
25. CCOC(=O)C1=CCC(c2ccc(C#N)cc2)N(S(=O)(=O)c2ccc(C)cc2)C1 (configuration not stated)
→ -25.5	-0.7	4.1	-1.1	7.5	1.3	-6.7	-5.7
26. CCC1CCCCN1CCCNC(=O)CN1C(=O)CSc2ccc(S(=O)(=O)N3CCOCC3)cc21 (configuration not stated)
→ 3.2	0.3	-6.4	1.8	-7.8	.	1.3	-10.6
27. CCOc1ccc(NC(=O)COC(=O)c2cc(C)oc2C)cc1
→ .	1.4	4.6	6.7	.	.	5.0	-4.5
28. COc1ccc(NC(=O)N(C)C[C@H]2Oc3c(NC(=O)C4CC4)cccc3C(=O)N([C@@H](C)CO)C[C@@H]2C)cc1
→ -4.0	-10.7	10.1	0.3	3.0[16.7 µM]	0.1	2.1	-3.8
29. CCN(C(=O)CSc1nc2scc(-c3ccccc3)c2c(=O)n1N)C1CCS(=O)(=O)C1 (configuration not stated)
→ 11.0	-3.8	6.0	-3.1	0.6	-0.3	-2.6	-10.5
30. COc1ccc(S(=O)(=O)N(C)C[C@@H]2OCCCC[C@H](C)Oc3ccc(NS(=O)(=O)c4cn(C)cn4)cc3C(=O)N([C@H](C)CO)C[C@@H]2C)cc1
→ -10.6	-2.8	5.3	5.2	3.1[16.7 µM]	.	-5.6	-14.5
31. Cc1ccc(NC(=O)OCc2cncs2)cc1
→ -0.7	0.2	-1.6	-2.2	-4.4	.	-4.4	-7.5
32. COc1ccc(OC)c2c(C)c(C)[nH]c12
→ .	-0.8	-2.4	2.2	-0.2	1.3	2.1	-4.2
33. CC(C)OP(=O)(c1ccc(N(C)C)cc1)C(O)c1ccccc1 (configuration not stated)
→ -0.6	-1.0	2.6	.	-6.2	.	2.8	.
34. CCCCCCCCCC[n+]1cccc2c3ccccc3ccc21
→ 13.2	.	.	-63.9	.	0.0	.	72.1*
35. COc1cc(/C=C2\C(=N)N3N=CSC3=NC2=O)ccc1OS(=O)(=O)c1ccccc1[N+](=O)[O-]
→ .	2.3	13.9	-0.8	.	-0.1	-7.5	-6.1
36. COc1cc(NC(=O)Nc2ccc(Cl)c(Cl)c2)c(C(=O)O)cc1OC
→ -9.2	-3.4	0.1	0.4	3.6	.	-14.9	-16.7
37. CCOC(=O)CN1C(=O)N[C@@H](c2cccc(C(F)(F)F)c2)C(C(=O)OC)=C1C
→ .	-0.9	-1.1	-1.2	.	0.0	-3.2	-8.9
38. COc1ccc(C(C)C)cc1-c1cc(C(=O)NCc2cccc(C(F)(F)F)c2)[nH]n1
→ -8.5	-3.5	-1.5	-1.9	-9.3	0.1	-0.9	-9.1
39. O=C(Nc1cccc(-c2nc3ncccc3o2)c1)c1sc2cc(Cl)ccc2c1Cl
→ -0.6	4.8	-2.4	0.3	-0.9	.	-0.2	-13.7
40. COc1ccc(C(=O)Nc2ccccc2C)cc1S(=O)(=O)N1CCOCC1
→ 1.6	-0.4	-3.9	2.9	-1.0	.	-6.8	-8.9

# Of the compounds above, three contain a Cl atom:
# Values in the order – PGC1a acetyl inh	Cneo AK release	PglD inh	ERAP1 HTS inh	miR-122 sensor	E-sel inducer	RAD54 inh	RAD52 anneal inh
22. O=C(CSc1nc2ccccc2c(=O)n1Cc1ccc(Cl)cc1)NCc1cccs1
→ 6.0	-0.2	6.1	2.2	7.1	.	10.0	-12.2
36. COc1cc(NC(=O)Nc2ccc(Cl)c(Cl)c2)c(C(=O)O)cc1OC
→ -9.2	-3.4	0.1	0.4	3.6	.	-14.9	-16.7
39. O=C(Nc1cccc(-c2nc3ncccc3o2)c1)c1sc2cc(Cl)ccc2c1Cl
→ -0.6	4.8	-2.4	0.3	-0.9	.	-0.2	-13.7

# New compounds follow:
# Values in the order – PGC1a acetyl inh	Cneo AK release	PglD inh	ERAP1 HTS inh	miR-122 sensor	E-sel inducer	RAD54 inh	RAD52 anneal inh
41. CO[C@@H]1CN(C)C(=O)c2cc(NS(=O)(=O)c3ccccc3C)ccc2OC[C@H](C)NC[C@@H]1C
→ 6.1	0.6	-3.3	3.0	9.7[16.7 µM]	-0.1	8.4	-14.5
42. CCCc1cc(-c2nc(-c3ccc(Cl)cc3)cs2)ccn1
→ -10.7	-4.9	3.7	.	2.1	.	-3.0	.
43. Cc1nc2c(ccc3nc(NC(=O)C(c4ccccc4)c4ccccc4)sc32)s1
→ -29.3	6.2	-2.1	3.4	-1.1	-0.4	4.4	-5.0
44. CCCS(=O)(=O)N1CCC(C(=O)NC2CCC(C)CC2)CC1 (configuration not stated)
→ 38.6	-1.1	5.6	.	-5.6	.	2.0	.
45. C[C@@H]1CN([C@@H](C)CO)S(=O)(=O)c2ccc(C#CC3CC3)cc2O[C@H]1CN(C)C(=O)CN(C)C
→ -6.5	5.0	2.4	-3.9	-0.1[16.7 µM]	-0.1	0.4	14.9
46. COc1cc(CNCc2cccs2)ccc1OCc1cccs1
→ -8.7	-1.0	5.2	.	-5.6	.	-9.6	.
47. O=C(Nc1ccc(S(=O)(=O)NCC2CCCO2)cc1)c1ccc(F)cc1 (configuration not stated)
→ .	-0.7	-4.0	-2.9	35.7	.	-4.8	1.0
48. CCc1csc(N2[C@@H](C#N)[C@@H](c3ccc(-c4cccc(F)c4)cc3)[C@@H]2CO)n1
→ 2.2	0.8	1.6	2.5	.	-0.6	-5.6	-59.7
49. CC1CCN(C(=S)NC(=O)c2ccco2)CC1
→ -9.7	2.0	1.8	4.1	-0.7	.	-12.5	6.5
50. CO[C@H]1CN(C)C(=O)c2ccc(NC(=O)c3ccccc3F)cc2OC[C@@H](C)N(C(C)=O)C[C@@H]1C
→ -1.2	6.9	1.6	1.6	.	-0.2	-11.4	-1.7
51. COC(=O)c1ccc(C(c2c(C)[nH][nH]c2=O)c2c(C)[nH][nH]c2=O)cc1
→ -6.2	-0.1	-0.8	2.3	-5.6	0.1	-18.4	-1.2
52. O=C(NNS(=O)(=O)c1ccc(Br)cc1)c1sccc1-n1cccc1
→ 3.5	.	.	-6.1	.	-0.9	.	-5.6
53. CCNC(=O)CN(c1ccc(C)cc1)S(=O)(=O)c1ccc(SC)cc1
→ .	0.3	0.6	.	4.6	.	-14.5	.
54. C[C@@H]1CN([C@H](C)CO)C(=O)c2cc(Br)cnc2O[C@H]1CN(C)C(=O)c1cccnc1
→ -10.1	-3.1	-2.2	-5.7	5.1[16.7 µM]	0.0	7.4	-3.1
55. Cc1cc(C(=O)COc2ccc(C#N)cc2)c(C)n1-c1ccc2c(c1)OCO2
→ 5.3	3.7	3.7	-2.8	-6.2	1.2	-3.1	-12.8
56. O=C(COc1cccc(C(F)(F)F)c1)Nc1cccnc1
→ -1.2	-3.4	-4.5	-0.8	-6.8	-4.1	8.0	-18.7
57. CC(C)NC(=O)Nc1ccc2c(c1)CC(=O)N([C@@H](C)CO)C[C@@H](C)[C@H](CN(C)Cc1ccccc1)O2
→ -3.9	50.3	-0.5	3.3	-2.4[16.7 µM]	0.0	12.4	-3.4
58. N#CC1=C(N)C(C#N)(C#N)C(c2cccnc2)C2CN(C(=O)OCc3ccccc3)CC=C12 (configuration not stated)
→ .	0.4	-3.9	-5.9	.	.	-15.0	-265.9
59. CCCCCCN1CC(C(=O)OCC)C(=O)C1=O (configuration not stated)
→ .	-2.3	4.3	.	-0.2	-0.1	-11.1	.

# Screens (PubChem BioAssay)
